TROY signal inh – blocks TROY-dependent signaling in reporter cells | Q293 LMP1-TROYcd NF-kB luciferase reporter, 4 h | inhibition, % at 10 µM | hit rate 0.98% among 360,000 | AID 1347056;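 active = compounds whose plate-normalised and pattern-corrected inhibition of the luciferase reporter signal at the single screening dose is 50% or more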
C8 TRAIL sens – sensitizes caspase-8 expressing cells to TRAIL; NB7+C8 cells + TRAIL, ATPlite viability luminescence; hit rate 1% among 360,000; inhibition (viability loss, TRAIL sensitization), % at 10 µM;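 active = compounds causing at least 50% loss of cell viability in the single-dose screen, relative to plate controls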
KKLEB cytotox – CF airway cell cytotoxicity counter-screen. KKLEB CF airway cells viability, ATPlite luminescence, overnight; stronger effect = lower value; cells stimulated with P. aeruginosa culture filtrate. activity change (cytotoxicity), % at 5 µM. hit rate 0.36% among 360,000. AID 602141;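 active = corrected activity change at or below -50% at 5 µM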
CF NFkB block – cystic fibrosis NF-kB activation inhibition | inhibition, % at 5 µM | KKLEB NF-kB-GFP reporter, PAF-induced, GFP fluorescence overnight | hit rate 0.86% among 360,000;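 active = at least 50% inhibition at 5 µM, scaled per plate between neutral and stimulator controls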;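 also: PAF is a Pseudomonas aeruginosa culture filtrate used as stimulus; plate controls were PAF-stimulated DMSO wells for no effect and unstimulated DMSO wells for full effect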
NCOA1 inh – inhibitors of human steroid receptor coactivator 1 (SRC1); Q15788; HEK293 GAL4-SRC1 luciferase reporter, luminescence; inhibition, % at 3.6 µM; AID 588354; hit rate 0.12% among 360,000;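 active = inhibition above the campaign mean plus 3 SD, with each screening campaign given its own cutoff, cut at about 60% in these data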;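 also: 0% = DMSO treated cells and 100% = gossypol at 36 µM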
NCOA2 inhibitor – inhibits human steroid receptor coactivator 2; Q15596; HEK293 GAL4-SRC2 luciferase reporter, luminescence; inhibition, % at 9 µM; hit rate 0.17% among 370,000; AID 651957;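 active = inhibition above the mean inhibition of all tested compounds plus 3 SD, set per campaign, cut at about 52% in these data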;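 also: 0% = DMSO treated cells and 100% = cells given Gossypol at 36 µM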
NR2F2 inh – inhibitors of human COUP-TFII (NR2F2). P24468. HEK293T NGFI-A luciferase reporter, luminescence. inhibition, % at 8.6 µM. hit rate 0.7% among 370,000. AID 686940;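 active = inhibition above a per-plate cutoff, mean inhibition of test wells between control levels plus 3 SD, cut at about 38% in these data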;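 also: cells cotransfected with COUP-TFII expression vector driving the NGFI-A reporter; 0% = median of COUP-TF2 test wells and 100% = reporter-only cells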
SRC3 inh – human NCOA3 inhibition; Q9Y6Q9; HEK293 GAL4-SRC3 luciferase reporter, luminescence; inhibition, % at 3.6 µM; hit rate 0.17% among 360,000; AID 588352;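 active = inhibition above a per-campaign cutoff, the mean of all compounds plus 3 SD, cut at about 60% in these data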;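 also: 0% = DMSO-treated cells and 100% = gossypol-treated cells at 36 µM; higher means less SRC3-driven luciferase light from the GAL4 reporter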
EBV LMP1 NFkB – inhibitors of Epstein-Barr LMP1-induced NF-kappaB reporter. hit rate 0.69% among 350,000. inhibition, % at 12.5 µM. LMP1-induced NF-kappaB luciferase reporter cells, luminescence. AID 504558; in the data active = inhibition above about 41%;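 also: 0% = neutral control wells and 100% = reference inhibitor control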
TWEAK-Fn14 inh – blocks TWEAK-Fn14 interaction in a reporter cell assay; hit rate 2% among 360,000; inhibition, % at 10 µM; TWEAK-stimulated Fn14 reporter cells, luciferase luminescence, 8 h; in the data active = inhibition above about 50%
NR5A2 inv ag – suppresses constitutive activity of human LRH-1. inhibition, % at 3.6 µM. HEK293T StAR-luciferase reporter, LRH-1 transfected, 24 h. AID 602396. hit rate 0.13% among 360,000;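 active = inhibition above the mean inhibition of all tested compounds plus 3 SD, cut at about 73% in these data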;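 also: 0% = DMSO wells and 100% = reporter-only cells lacking LRH-1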
* = called active by the depositor; · = not tested or not shown. Rows were taken by chance (roughly 4.2% active in at least one column).

SMILES	TROY signal inh	C8 TRAIL sens	KKLEB cytotox	CF NFkB block	NCOA1 inh	NCOA2 inhibitor	NR2F2 inh	SRC3 inh	EBV LMP1 NFkB	TWEAK-Fn14 inh	NR5A2 inv ag
CN(CC(=O)Nc1ccc(OC(F)(F)F)cc1)C(=O)/C=C/c1cc2c(cc1[N+](=O)[O-])OCO2	8	15	-17	-17	3	-3	9	3	0	-11	4
CCn1c(C(=O)NC2CCC(C)CC2)cc2sccc21 (stereo not drawn)	-21	15	-3	3	-21	-10	4	-47	-33	-46	-37
Cc1nc2cccnc2nc1C	12	-16	2	-9	2	-16	-22	11	-7	5	14
O=C1CC(c2cccc(Cl)c2)Cc2nc(N3CCOCC3)ncc21 (stereo not drawn)	6	11	-1	-5	8	6	6	-6	-6	-16	-5
CSc1ncccc1C(=O)OCC(=O)NCCc1ccccc1	-17	-2	1	-5	-6	-7	4	0	1	-8	4
CC(=O)Nc1ccc(-c2csc(NNC(=O)c3ccc(C)cc3)n2)cc1	-4	-4	11	-10	-6	-20	-3	2	-2	-13	-1
COc1ccccc1/C=C1\SC(=S)N(CCC(=O)N2CCN(C)CC2)C1=O	-10	12	0	-12	-1	17	3	2	0	3	-18
COc1ccc(OCCSc2nc3ccccc3n2CC(=O)O)cc1	13	-1	9	-9	4	-27	4	-40	-23	9	-12
CCOc1cc(/C=N\Nc2nc(Nc3ccccc3)nc(N3CCOCC3)n2)ccc1OC(=O)c1ccco1	-14	28	-1	15	-21	23	-11	2	-12	-16	-11
CC1=C(c2ccccc2)[N+](=O)C2(CCCC2)N1[O-]	17	-2	-5	16	-8	-12	-5	16	-8	14	1
CCOC(=O)C1(CCc2ccccc2)CCN(C(=O)[C@@H]2C[C@@H](C)NC(=S)N2)CC1	-16	1	-12	6	-10	-12	14	7	-2	-4	-8
O=C1c2ccccc2C(=O)N1CCCCON1C(=O)c2ccccc2C1=O	-7	-8	6	-3	11	-7	-6	11	-4	-40	8
Cc1ccc(C(=O)OCC(=O)N2CCCc3ccccc32)cc1C	-17	5	3	17	-9	-18	6	0	-3	-20	4
CCCN(CC(=O)Nc1cc(Cl)ccc1Cl)C(=O)c1ccccn1	-8	-15	2	-29	-2	9	8	-20	-7	-16	-1
Cc1cccc(NC(=S)NNC(=O)CC(C)O)c1C (stereo not drawn)	·	1	3	-12	-14	1	-10	-12	0	1	2
O=C1N(CN2CCOCC2)c2ccccc2C12OCC(CCl)O2 (stereo not drawn)	-8	-7	3	-21	-6	-3	10	4	1	-1	-8
CC1=C(C)CC(C(=O)NCCc2ccccc2)C(C(=O)O)C1 (stereo not drawn)	-36	1	6	-4	-1	3	-1	-4	-3	-28	-7
CCNC(=S)NNC(=O)c1ccoc1C	-11	6	11	-10	-13	-59	-17	-1	1	0	10
CCOC(=O)N1CCN(C(=O)C2COc3ccccc3O2)CC1 (stereo not drawn)	-4	-9	7	12	0	25	-1	-5	-16	-19	-3
Cc1nc2ccc(NS(=O)(=O)c3c(F)cc(F)cc3Br)cc2s1	22	-7	-6	-8	8	-13	-2	-24	4	11	2
C/C(=N\NS(=O)(=O)c1ccccc1)c1ccc2c(c1)OCO2	18	0	4	-9	12	-34	-13	-6	-3	4	3
Cc1nn(Cc2ccccc2)c2sc(C(=O)NCc3cccnc3)cc12	8	-20	-2	-2	-17	21	8	-4	3	6	4
CN1CCN(S(=O)(=O)c2ccc3c(c2)oc(=O)n3C)CC1	11	-10	-8	2	-13	10	1	6	-7	-2	17
COc1ccc(NC(=O)COC(=O)Cc2c[nH]c3ccccc23)cc1Cl	-4	-4	-6	6	3	5	0	-2	-10	-30	44
CNC(=O)C(=O)NCCN1CCN(S(=O)(=O)c2ccc3ccccc3c2)CC1	-17	-14	12	-8	0	8	-11	-5	3	1	16

Complete entries, looked up by structure. Order of screens: TROY signal inh, C8 TRAIL sens, KKLEB cytotox, CF NFkB block, NCOA1 inh, NCOA2 inhibitor, NR2F2 inh, SRC3 inh, EBV LMP1 NFkB, TWEAK-Fn14 inh, NR5A2 inv ag
CCCN(CC(=O)Nc1cc(Cl)ccc1Cl)C(=O)c1ccccn1 in the list: -8, -15, 2, -29, -2, 9, 8, -20, -7, -16, -1
O=C1c2ccccc2C(=O)N1CCCCON1C(=O)c2ccccc2C1=O in the list: -7, -8, 6, -3, 11, -7, -6, 11, -4, -40, 8

(list continues)
SMILES	TROY signal inh	C8 TRAIL sens	KKLEB cytotox	CF NFkB block	NCOA1 inh	NCOA2 inhibitor	NR2F2 inh	SRC3 inh	EBV LMP1 NFkB	TWEAK-Fn14 inh	NR5A2 inv ag
CCN(CC(=O)Nc1ccccc1C(F)(F)F)C(=O)CSCc1ccc(C)cc1	-4	0	-4	19	-9	11	0	-6	-1	2	-7
Cn1c(-c2ccccc2)cnc1SCC(N)=O	4	0	2	-12	-10	19	9	-7	16	-15	-3
Cc1cc(C)c(S(=O)(=O)NC2CC(C)(C)NC(C)(C)C2)cc1C	-31	18	5	-44	6	23	-17	-2	-3	-6	3
Cc1cc(SCC(=O)c2ccccc2)nc(SCC(=O)c2ccccc2)n1	33	12	-9	14	10	-11	-15	3	4	54*	4
CCn1c2ccccc2c2nnc(SCC(=O)Nc3ccc4c(c3)OCO4)nc21	-20	-10	-18	-1	-20	-19	15	14	6	-64	-10
CCOc1ccc(-c2nnc(N)s2)cc1	-45	25	4	1	-82	-61	-42	-40	-2	-3	-57
Cc1ccc(NC(=O)c2ccc3c(c2)OCCO3)cc1C	47	76*	-20	-15	-53	11	-15	-28	29	85*	-124
Nc1c(/C=C2/C=CC(=O)C(O)=C2)c(=O)nc2sc(CC(=O)N3CCCCC3)nn12	1	-6	0	18	3	7	6	-2	1	9	-5
COCCNC(=O)C(c1ccc(C)o1)N(Cc1cccs1)C(=O)c1snc(C(N)=O)c1N (stereo not drawn)	15	-9	-3	1	-7	1	7	0	-2	-1	12
O=C(c1ccc(Cl)c([N+](=O)[O-])c1)N1CCCc2ccccc21	4	0	-17	-12	-3	-6	20	5	-10	26	11
Cc1cccc(C)c1NC(=O)N1CCN(C2CCCCC2)CC1	6	-29	-6	2	-17	-19	-2	8	-3	6	-7
COc1ccc(S(=O)(=O)Nc2cccc(S(=O)(=O)N3CCCCCC3)c2)cc1	20	-1	-6	0	-2	11	1	1	-3	5	-1
C/C(N)=C(/C#N)C(=O)CSc1nc2cc(Cl)ccc2s1	-12	-3	0	1	-13	-21	-19	-35	-10	-40	-31
CC(=O)Nc1oc(-c2cccc3ccccc23)nc1C#N	-5	4	5	-29	0	-7	4	-11	-5	-22	-8
Cc1nc2ccc(-c3ccccc3)cc2o1	-7	3	10	-12	3	6	1	-2	24	-28	-9
Brc1cccc(-c2nnc3sc(CNCc4ccco4)cn23)c1	-18	9	-13	15	3	4	15	-1	-4	-32	-5
CC(C)CNC(=O)C(=O)NCC1OCCCN1S(=O)(=O)c1ccc2c(c1)OCCO2 (stereo not drawn)	9	5	6	20	-1	3	-1	1	1	-2	3
COc1ccc(Cc2c(-c3cccc(Cl)c3)nc3c(C)cc(Br)cn23)c(C)c1	-3	28	2	-1	16	5	25	28	·	27	36
Cc1ccc(CC(=O)Nc2ccc(F)c([N+](=O)[O-])c2)cc1C	-8	-2	1	-17	-7	-26	2	5	2	15	11
CCOc1ccccc1NC(=S)N1CCN(c2ccc(O)cc2)CC1	5	6	-9	0	-1	4	0	-20	-1	6	-11
O=S(=O)(c1ccccc1Cl)N1CCCC(c2nc(-c3cccnc3)no2)C1 (stereo not drawn)	11	-10	-12	-3	-12	-4	-10	6	9	-10	-18

In the list so far, these have an aryl methoxy group.
SMILES	TROY signal inh	C8 TRAIL sens	KKLEB cytotox	CF NFkB block	NCOA1 inh	NCOA2 inhibitor	NR2F2 inh	SRC3 inh	EBV LMP1 NFkB	TWEAK-Fn14 inh	NR5A2 inv ag
COc1ccccc1/C=C1\SC(=S)N(CCC(=O)N2CCN(C)CC2)C1=O	-10	12	0	-12	-1	17	3	2	0	3	-18
COc1ccc(OCCSc2nc3ccccc3n2CC(=O)O)cc1	13	-1	9	-9	4	-27	4	-40	-23	9	-12
COc1ccc(NC(=O)COC(=O)Cc2c[nH]c3ccccc23)cc1Cl	-4	-4	-6	6	3	5	0	-2	-10	-30	44
COc1ccc(S(=O)(=O)Nc2cccc(S(=O)(=O)N3CCCCCC3)c2)cc1	20	-1	-6	0	-2	11	1	1	-3	5	-1
COc1ccc(Cc2c(-c3cccc(Cl)c3)nc3c(C)cc(Br)cn23)c(C)c1	-3	28	2	-1	16	5	25	28	·	27	36
